Source: PubChem BioAssay (several laboratories)
JMJD2C inh = human JMJD2C demethylase inhibition; Q9H3R0; GST-JMJD2C(1-420) H3K9me3 demethylation, DELFIA europium; inhibition, % at 2.35 µM; 330,000 tested, 0.069% active; AID 2099;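 active = more than half of a compound's replicate wells show inhibition beyond 50%, single wells judged on their own value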;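 note: signal counts dimethyl H3K9 product captured on neutravidin plate; 0% = median of DMSO wells and 100% = 0.3 times that DMSO median; strong numbers were not always called active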
Target sequence (Q9H3R0 1-420 limits assumed): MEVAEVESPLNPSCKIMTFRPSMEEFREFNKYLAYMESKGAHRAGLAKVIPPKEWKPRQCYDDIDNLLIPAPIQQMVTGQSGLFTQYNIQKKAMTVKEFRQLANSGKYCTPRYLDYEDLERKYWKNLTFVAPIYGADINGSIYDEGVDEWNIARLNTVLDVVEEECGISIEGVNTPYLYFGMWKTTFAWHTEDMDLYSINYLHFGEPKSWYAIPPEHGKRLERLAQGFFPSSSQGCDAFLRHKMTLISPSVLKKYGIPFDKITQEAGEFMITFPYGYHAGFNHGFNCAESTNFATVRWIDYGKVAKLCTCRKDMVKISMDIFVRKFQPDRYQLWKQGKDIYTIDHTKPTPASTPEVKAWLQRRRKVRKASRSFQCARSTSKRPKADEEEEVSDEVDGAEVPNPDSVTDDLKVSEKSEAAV
LYPLA2 inh = blocks human lysophospholipase 2, a PME1 counter-screen. recombinant LYPLA2, FP-Rh probe fluorescence polarization. inhibition, % at 5.9 µM. 320,000 tested, 0.38% active;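 active = inhibition above the screen-wide mean plus 3 SD, limit set per campaign, cut at about 26% in these data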;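 note: 0% = LYPLA2 with DMSO and 100% = wells lacking LYPLA2 enzyme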
Target sequence (O95372 whole entry, looked up): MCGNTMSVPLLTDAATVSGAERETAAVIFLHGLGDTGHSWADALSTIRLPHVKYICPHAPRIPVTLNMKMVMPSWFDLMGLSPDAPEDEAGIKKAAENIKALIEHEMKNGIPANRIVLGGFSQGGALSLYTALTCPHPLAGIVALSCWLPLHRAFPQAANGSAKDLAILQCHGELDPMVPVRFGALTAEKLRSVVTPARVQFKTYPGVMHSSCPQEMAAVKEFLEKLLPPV
Efflux pump mplx = blocks antifungal efflux pumps in multiplex yeast assay | inhibition, % at 10 µM | 330,000 tested, 0.44% active | S. cerevisiae Candida pump triplex, Nile Red efflux;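 active = plate passing quality check with inhibition over a set limit, or well fluorescence over plate mean plus 4 SD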;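 note: Nile Red retained in pooled yeast measured as flow cytometry median fluorescence; 0% = buffer negative control and 100% = Enniatin B positive control; higher means more Nile Red kept so more efflux inhibition; some compounds called inactive have numbers as strong as hits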
TPT1 inhibitor = blocks Candida albicans tRNA 2'-phosphotransferase; recombinant caTPT1, FP RNA substrate dephosphorylation; inhibition, % at 5 µM; 300,000 tested, 0.81% active; AID 1962;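 active = inhibition above the mean of all tested compounds plus 3 SD, set per screening campaign, cut at about 24% in these data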;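 note: plate controls were DMSO alone for no effect and ferristatin control at 100 nM for full effect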
HCV core dimer = HCV core protein dimerization inhibition; 300,000 tested, 0.33% active; inhibition, % at 5 µM; AID 1899; TR-FRET GST/Flag-core106 dimerization, 1536-well;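 active = inhibition above the mean of all tested compounds plus 3 SD, set per screening campaign, cut at about 45% in these data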
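Test system: GST/Flag-tagged HCV core106 proteins; Medium: KF-containing HEPES buffer, pH 7.45, DTT, CHAPS, BSA; Times: compound-protein-antibody incubation 4 h at 22.5 °C; Detection: TR-FRET 671 and 617 nm emission; Benchmarks: wells lacking GST-core106 and wells with excess unlabelled core106.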
PP5 inh = PP5 (human) phosphatase inhibition; purified PP5c, OMFP substrate fluorescence; 320,000 tested, 0.18% active; P53041; inhibition, % at 6.7 µM;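 active = inhibition above the campaign's mean inhibition across all tested compounds plus 3 SD, cut at about 9.5% in these data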;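 note: 0% = DMSO only and 100% = 100 µM cantharidin control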
PP1 counter = blocks human PP1-alpha phosphatase, a PP5 counter-screen. purified PP1alpha, OMFP fluorescence. inhibition, % at 6.7 µM. 320,000 tested, 0.9% active. AID 2235;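 active = inhibition above the mean inhibition of all tested compounds plus 3 SD, computed separately for each screening campaign, cut at about 15% in these data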
Target sequence (P62136 whole entry, looked up): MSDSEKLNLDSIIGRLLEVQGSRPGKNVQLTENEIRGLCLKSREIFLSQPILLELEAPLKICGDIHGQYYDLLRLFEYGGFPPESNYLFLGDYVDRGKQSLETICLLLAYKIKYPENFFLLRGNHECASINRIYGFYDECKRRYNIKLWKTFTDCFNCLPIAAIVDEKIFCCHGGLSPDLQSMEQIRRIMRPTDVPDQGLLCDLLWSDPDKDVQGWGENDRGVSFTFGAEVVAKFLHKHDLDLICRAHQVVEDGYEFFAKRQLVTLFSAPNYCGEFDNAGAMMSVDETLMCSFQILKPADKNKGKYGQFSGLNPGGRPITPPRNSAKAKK
PREPL inh = inhibits the human prolyl oligopeptidase-like enzyme. 320,000 tested, 0.68% active. AID 2751. recombinant PREPL, fluorescence polarization activity-based probe. inhibition, % at 5.96 µM; in the data active = inhibition above about 43%;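 note: 0% = enzyme with DMSO and 100% = wells lacking enzyme; many of its hits are not listed in these tables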
Fh CTSL1 inh = blocks F. hepatica cathepsin L1 in PFM18AAP counter-screen; recombinant F. hepatica cathepsin L1, Z-Leu-Arg-MCA fluorescence; inhibition, % at 5.96 µM; 300,000 tested, 0.49% active; AID 1906;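 active = inhibition above the mean of all tested compounds plus 3 SD, set per screening campaign, cut at about 17% in these data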;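 note: 0% = plate median of test compound wells and 100% = 1 µM Z-Phe-Ala-diazomethylketone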
Starred values were filed as active, the others as inactive; x = not tested or not shown. The list is partial; rates above refer to the full screens.

structure,JMJD2C inh,PP5 inh,Fh CTSL1 inh,PREPL inh,Efflux pump mplx,HCV core dimer,LYPLA2 inh,TPT1 inhibitor,PP1 counter
COCCN(C(=O)COC(=O)c1cccnc1Cl)c1c(N)n(Cc2ccccc2)c(=O)[nH]c1=O,-4,1.4,-2,-9,0.0,0,11,0,-8
Cn1c(=S)c2[nH]c(SCCN3CCCC3)nc2n(C)c1=O,-38,1.9,2,12,-0.2,3,1,-1,-1
COc1ccccc1NS(=O)(=O)c1ccc(-c2cnc(C3CC3)o2)cc1,7,2.9,8,-8,0.4,-6,4,2,2
CC(C)(C)CC(=O)NCc1cccs1,-1,-0.6,-5,10,-0.1,-3,6,0,1
Cc1ccc(CNS(=O)(=O)c2ccc3c(c2)N(C)CCO3)cc1,-6,1.7,-1,-1,0.2,10,7,0,3
O=C1c2cccc3c(N4CCCCC4)ccc(c23)C(=O)N1CCO,2,3.2,-1,21,0.1,-8,2,50*,4
Cc1onc(-c2ccc(Cl)cc2Cl)c1-c1csc(N/N=C/c2ccccc2)n1,2,-0.3,4,3,0.0,1,-14,-5,-2
C/C(=N/NC(=O)c1ccncc1)c1ccc2c(c1)OCO2,-4,-0.5,2,-2,-0.3,-4,-4,2,-1
COc1ccccc1N1CCN(c2ncnc3c2oc2ccccc23)CC1,14,0.9,0,14,0.1,6,-8,1,-4
COc1ccc(C(=O)N2CCOC2CNC(=O)C(=O)NCc2ccc(F)cc2)cc1 (stereo not given),-1,1.9,3,9,0.0,2,4,0,-5
Nc1cc2c(cc1C(=O)c1ccccc1F)OCCO2,-10,2.9,-2,-1,0.1,-1,7,0,-3
CC(NC(=S)Nc1ccc(F)cc1)C(c1cccs1)N1CCOCC1 (stereo not given),-15,-2.5,-3,7,-0.1,2,-1,0,-3
Cc1ccc(NC(=O)CSc2nc(N)c3c4c(sc3n2)CSC(C)(C)C4)cc1,6,6.2,0,5,0.1,6,-50,3,4
C[C@H](NC(=O)c1ccccc1Cl)C(=O)OC(C(=O)Nc1cc(C(F)(F)F)ccc1Cl)c1ccccc1 (stereo not given in full),-3,6.2,3,13,0.2,16,-15,-5,10
O=C(CCn1c(=O)[nH]c2ccsc2c1=O)NCCc1ccc(Cl)cc1,-8,2.2,1,-1,-0.2,-2,-4,3,-4
O=C(NCc1ccco1)C(c1ccc(F)cc1)N(CC1CCCO1)C(=O)Cn1nnc2ccccc21 (stereo not given),8,0.3,-2,0,-0.1,1,-1,-3,2
N#CC(C#N)=c1ccc2c(c1)N1C3=C(CCCC3)CC3CCCCC31N=2 (stereo not given),-10,2.0,1,19,-0.2,-3,8,-3,-2
CCOC(=O)c1nnc(-c2ccccc2)nc1NCc1ccccc1,3,1.2,1,-3,0.0,3,-1,0,5
NC(=O)c1ccc(-c2ccc(Br)cc2)o1,-3,1.6,4,-17,0.0,4,2,0,2
CCCCC1CC1C(=O)Nc1ccc(OC)c(OC)c1 (stereo not given),1,3.9,4,19,0.7,1,0,4,-2
CC(C)(C)C(=O)NC(NC(=S)Nc1sc2c(c1C#N)CCCC2)C(Cl)(Cl)Cl (stereo not given),-5,3.4,1,10,-0.1,25,-10,5,1
COCCCNC(=O)Cn1c(=O)n(CCCCCC(=O)NCc2ccc3c(c2)OCO3)c(=O)c2sccc21,-2,-0.8,-3,-6,0.0,0,8,-2,-2
CC(=O)Nc1ccc(OC(=O)Cc2ccc(Cl)cc2)cc1,-22,2.4,1,-3,0.0,-3,6,-3,-3
CCN(CC(=O)N1CCC(C(N)=O)CC1)S(=O)(=O)c1ccc(Cl)cc1,-22,0.5,4,12,-0.4,-2,1,3,0
COC(=O)c1cccc(CN2C(=O)SC(Nc3ccc(C)cc3)C2=O)c1 (stereo not given),24,2.1,-2,1,-0.1,0,6,1,-1
Nc1c(NCCC2=CCCCC2)c(=O)[nH]c(=O)n1Cc1ccccc1,4,1.8,-1,5,0.2,4,0,-1,7
CC(C)CC(=O)Nc1ccc(C(=O)NNC(=S)NC(=O)C2CCCCC2)cc1,-11,1.2,3,3,-0.1,5,2,0,2
Cc1cc(C(=O)N2CCCC(C(=O)c3cccc(C(F)(F)F)c3)C2)n[nH]1 (stereo not given),4,0.5,6,32,0.1,-13,5,-7,-4
O=C(CN1C(=O)CSC1=O)N1CCc2ccccc2C1,19,-0.2,-7,-4,0.1,1,4,-3,-2
Cc1cc(-c2nnc(SCC(=O)c3ccc4c(c3)OCCO4)o2)no1,-4,1.1,1,0,0.0,20,4,4,0
Cn1nccc1C(=O)Oc1ccc(/C=N/NC(=O)c2ccccc2O)cc1,6,0.3,3,5,0.0,-7,2,1,-1
Cc1ccc(S(=O)(=O)CCC(=O)NCc2ccc(Cl)cc2)cc1,3,1.0,6,-17,0.6,-1,-1,-1,-3
COc1cccc(/C=N/n2c(COc3ccccc3)n[nH]c2=S)c1O,-2,2.7,0,-5,-0.1,2,-1,-1,0
Cc1ccc(CNC(=O)CN(C(=O)C2(C)CC(=O)N=C3C=CC=CN32)c2ccc(F)cc2)cc1 (stereo not given),1,1.1,2,25,-0.3,-2,-7,-1,-2
OC(CN1CCN(Cc2ccccc2)CC1)c1ccccc1 (stereo not given),20,-0.8,-1,5,0.1,2,2,-3,-1
CC(C)(C)c1ccc(C(=O)NNc2cc(N3CCCCC3)nc(N3CCCCC3)n2)cc1,-8,4.7,0,0,0.1,9,-3,45*,4
Cc1noc(C)c1C(=O)Nc1ccccc1N1CCCC1,-4,-0.6,x,17,0.4,x,-10,x,-3
Cc1oc2c(c1C(=O)Nc1ccc(C(=O)O)cc1)CCCC2,-2,1.6,0,-6,0.0,7,0,-1,2
O=c1c2ccccc2nc(COc2ccccc2)n1/N=C/c1cc([N+](=O)[O-])ccc1O,17,-0.4,6,10,-0.4,6,-1,9,8
CCOCCCn1c(SCC(=O)NC2CCCC2)nc2ccccc2c1=O,-3,4.1,1,5,-0.1,-4,-4,-3,2
CC1(C)CC(=O)c2cc(OCC(=O)N3CCCCCC3)ccc2O1,-3,-1.0,-3,0,-0.1,2,7,-2,-8
CCOc1ccc(CN2CCNC(=O)C2CC(=O)NCc2cc(C)n(C)n2)cc1 (stereo not given),3,0.0,2,20,-0.1,-12,6,-7,-4
COc1ccc(NC(=S)NCc2ccc(Cl)cc2)c(OC)c1,-1,2.1,0,4,0.2,-3,1,-2,3
COc1ccc(CC(=O)NCc2n[nH]c(=S)n2-c2ccc(Br)cc2)cc1,-1,2.8,0,-9,0.1,8,-2,-1,-4
FC(F)(F)c1cccc(CN2CCN(c3ncccn3)CC2)c1,2,-3.5,0,-5,0.0,-1,-1,3,-2
Cc1ccnc(SCC(=O)N2CCN(C(c3ccccc3)c3ccccc3)CC2)n1,-1,2.5,-2,-3,0.1,2,5,4,-1
COc1ccc(CCNC(=O)CCCc2ccccc2)cc1,3,0.4,-1,-4,0.1,-4,9,-3,-3
COc1cccc(C2Nc3ccccc3C(=O)N2Cc2ccccc2)c1 (stereo not given),-16,4.9,2,6,0.4,-12,-2,0,1
NS(=O)(=O)c1ccc(CCNC(=O)c2ccc(NC3=NC4CS(=O)(=O)CC4S3)cc2)cc1 (stereo not given),6,0.1,1,-4,0.0,11,2,-2,-3
Cc1oc2c(CN(C)C)c(O)ccc2c(=O)c1-c1cscn1,-2,1.2,0,2,-0.1,2,3,1,-3
CC(C)[C@H]1C(=O)Nc2ccccc2N1C(=O)N[C@@H](Cc1ccccc1)C(=O)N[C@@H](Cc1ccccc1)C(=O)O,3,4.2,3,17,0.5,4,3,-6,2
Cc1ccc2sc(N(CCN(C)C)C(=O)c3ccc(S(=O)(=O)N4CC(C)OC(C)C4)cc3)nc2c1C (stereo not given),-11,-3.3,4,5,0.0,-23,2,-2,-2
COc1ccc(/C=N/OCC(=O)N(Cc2ccc(OC)cc2)c2ccccc2C(=O)O)cc1,16,2.7,-2,-2,0.1,7,-4,1,-1
COc1ccc(Cn2nnnc2C(c2cc3cccc(C)c3[nH]c2=O)N2CCN(C)CC2)cc1 (stereo not given),13,-2.8,0,-6,-0.1,1,-1,3,4
COCCNC(=O)COc1ncnc2scc(-c3ccc(F)cc3)c12,11,-0.1,-1,5,0.1,2,-4,1,-5
COc1ccc(Cc2nnc(NC(=O)c3ccc(C)cc3)s2)cc1OC,-6,-0.8,-5,-3,-0.1,4,3,-1,11
N#Cc1nnn(Cc2ccccc2)c1N,15,-0.7,-1,17,-0.2,-4,2,-4,3
CCOc1cc(N2CCOCC2)c(OCC)cc1NC(=O)Cn1cnc2c(=O)n(C)c(=O)n(C)c21,2,1.8,-3,1,0.0,-7,-2,-2,1
Cc1ccccc1NC(=O)C(=O)NCc1ccccn1,29,1.8,0,-2,0.3,-2,2,-3,-1
CCOC(=O)CCCCC(=O)c1[nH]c(=O)[nH]c1CN1CCOCC1,6,-1.2,-1,16,-0.1,5,0,-1,-1

Record cards, as listed above:
Results for `COc1ccc(C(=O)N2CCOC2CNC(=O)C(=O)NCc2ccc(F)cc2)cc1` (stereo not given) → JMJD2C inh: -1; PP5 inh: 1.9; Fh CTSL1 inh: 3; PREPL inh: 9; Efflux pump mplx: 0.0; HCV core dimer: 2; LYPLA2 inh: 4; TPT1 inhibitor: 0; PP1 counter: -5
Results for `COCCCNC(=O)Cn1c(=O)n(CCCCCC(=O)NCc2ccc3c(c2)OCO3)c(=O)c2sccc21` → JMJD2C inh: -2; PP5 inh: -0.8; Fh CTSL1 inh: -3; PREPL inh: -6; Efflux pump mplx: 0.0; HCV core dimer: 0; LYPLA2 inh: 8; TPT1 inhibitor: -2; PP1 counter: -2

Following part:
structure,JMJD2C inh,PP5 inh,Fh CTSL1 inh,PREPL inh,Efflux pump mplx,HCV core dimer,LYPLA2 inh,TPT1 inhibitor,PP1 counter
CC(C)NC(=O)C(=O)NC1CCCCCC1,-10,0.2,-1,-3,-0.1,-7,2,0,-2
COc1ccc(/C=N/NC(=O)c2cc(C)on2)c2ccccc12,42,1.1,2,6,0.0,-10,8,2,-2
COc1ccc(-c2nn(CC(=O)N(C)C)c(=O)c3ccccc23)cc1,9,-0.6,2,-1,0.0,-4,-1,1,-2
COc1ccc(S(=O)(=O)NNC(=O)c2cc3ccccc3o2)cc1,-1,3.6,-3,-28,0.7,-3,0,3,-3
CCCN(C(=O)CSc1nnc(-c2ccoc2C)n1N)C1CCS(=O)(=O)C1 (stereo not given),-18,0.4,1,-7,0.0,-1,-1,-3,-2
COc1cccc(/C=C/C(=O)Nc2ccc(OC)nc2)c1,18,0.8,1,8,0.0,-3,2,6,0
CC(/C=N/NC(=O)c1c(Br)cnn1C)=C\c1ccccc1,1,-0.6,10,13,-0.2,-15,1,-2,1
O=C/C(=C\Nc1ccc(Cl)cn1)c1nc2cc(Cl)ccc2o1,8,3.8,-5,8,0.3,4,-2,10,3
Cc1ccc(NC(=O)CNC(=O)Cn2cnc3sc(C)c(C)c3c2=O)cc1F,1,0.6,8,-21,0.0,-5,-3,-2,1
O=C(CSc1ccccn1)Nc1ccc(Br)cn1,11,1.3,-1,4,0.1,3,7,-4,2
O=C(NCc1cc([N+](=O)[O-])ccc1O)c1cccc(NS(=O)(=O)c2ccccc2)c1,-2,0.8,-2,0,0.0,11,7,-1,2
CN1CCN(Cc2nnc(-c3ccccc3)o2)CC1,1,-0.2,-4,-1,0.3,5,-4,1,-1
CCC(=O)N(Cc1cccs1)C1CCOC(C)(C)C1 (stereo not given),0,0.0,4,1,0.0,1,5,-2,0
